Bioassay records deposited in PubChem BioAssay by NCI.
All columns: NCI-60 one-dose screen, growth in % after 48 h at 10 µM unless noted; 100 = growth as untreated, 0 = no growth, -100 = all killed.
IGROV1 – IGROV1 ovarian cancer | 79,000 tested, 4.7% active | AID 1794786
DU-145 – DU-145 prostate cancer; 81,000 tested, 4.2% active
NCI/ADR-RES – NCI/ADR-RES ovarian cells. 81,000 tested, 4.4% active. AID 1794790
OVCAR-3 – OVCAR-3 ovarian cancer; 79,000 tested, 7% active; AID 1794787
OVCAR-8 – OVCAR-8 ovarian cancer; AID 1794782; 81,000 tested, 4.4% active
OVCAR-5 – OVCAR-5 ovarian cancer. 82,000 tested, 2.9% active
SK-OV-3 – SK-OV-3 ovarian cancer cells; 80,000 tested, 3.2% active; AID 1794785
OVCAR-4 – OVCAR-4 ovarian cancer cells. 80,000 tested, 3.7% active. AID 1794784
* marks the source's active call; other numbers are inactive results; x = not tested or not shown. How the source made its calls: active means growth percent below 10; inactive means the rest. This is a random part of the collection; 9.5% or so of the library scored in one or more.

Key to letters: A = IGROV1; B = DU-145; C = NCI/ADR-RES; D = OVCAR-3; E = OVCAR-8; F = OVCAR-5; G = SK-OV-3; H = OVCAR-4
Nc1n[nH]c2ccc([C@@H]3Nc4ccc5cn[nH]c5c4[C@H]4C5CCC(C5)[C@@H]34)cc12 (stereo partly drawn)
  A: 22 | B: 18 | C: 21 | D: -5.2* | E: 35 | F: 40 | G: 38 | H: 35

O=C1/C(=C\c2cccn2C(=O)c2ccc(Cl)cc2)c2ccccc2N1c1c(Cl)cccc1Cl
  A: 96 | B: 108 | C: 93 | D: 104 | E: 100 | F: 92 | G: 104 | H: 93

Cc1ccc2nc(C)c(-c3nnc(SCc4ccc(C#N)cc4)o3)n2c1
  A: 90 | B: 112 | C: 91 | D: 109 | E: 108 | F: 107 | G: x | H: 96

Cc1cccc(CSc2nc(=O)n(CCCO)c3c2CCC3)c1
  A: 105 | B: 113 | C: 102 | D: 111 | E: 105 | F: 102 | G: x | H: 104

CSc1ccc2c(c1)N(C(=O)/C(C#N)=C/c1ccc(C(F)(F)F)cc1)c1ccccc1S2
  A: 86 | B: 98 | C: 90 | D: 101 | E: 94 | F: 90 | G: 98 | H: 80

COc1ccc2cc(-c3ccc(C(=O)N/N=C/c4ccc(OCc5ccccc5)cc4)c(C)n3)ccc2c1
  A: 88 | B: 84 | C: 74 | D: 98 | E: 76 | F: 89 | G: 115 | H: 97

NC(=O)NCc1cc(Br)cc(Br)c1O
  A: 117 | B: 110 | C: 108 | D: 110 | E: 104 | F: x | G: 96 | H: 108

Cc1cc(NS(=O)(=O)c2ccc(N/C=C/C(=O)c3cc4cc(Br)ccc4oc3=O)cc2)no1
  A: 104 | B: 110 | C: 104 | D: 110 | E: 102 | F: 110 | G: 99 | H: 94

Fc1ccc(Br)cc1Br
  A: 114 | B: 109 | C: 104 | D: 113 | E: 112 | F: 100 | G: 108 | H: 101

NS(=O)(=O)c1ccc(Cn2c(SCC(=O)N/N=C/c3ccc(O)cc3)nc3ccccc3c2=O)cc1
  A: 109 | B: 115 | C: 101 | D: 111 | E: 99 | F: 89 | G: 109 | H: 117

O=C(O)Cc1c(-c2ccccc2)nc(=S)[nH]c1-c1[nH]c(=S)nc(-c2ccccc2)c1CC(=O)O
  A: 104 | B: 108 | C: 98 | D: 113 | E: 107 | F: 89 | G: 101 | H: 108

CCN(CC)c1ccc(/C=N\Nc2ccc([N+](=O)[O-])cn2)cc1
  A: 91 | B: 115 | C: 118 | D: 114 | E: 100 | F: 111 | G: 109 | H: 105

OCCOc1ccccc1-c1ccccc1
  A: 99 | B: 103 | C: 105 | D: 105 | E: 107 | F: 104 | G: 107 | H: 105

COc1ccc(Nc2nc(=O)c3ccccc3s2)cc1OC
  A: 104 | B: 112 | C: 89 | D: 123 | E: 104 | F: 101 | G: 117 | H: 111

O=C(/C=C\c1ccc(Br)cc1)c1ccccc1
  A: 89 | B: 99 | C: 100 | D: 100 | E: 98 | F: 95 | G: 100 | H: 105

CS(=O)(=O)Nc1ccc(Nc2c3ccccc3nc3cc(Cl)ccc23)cc1
  A: 30 | B: 24 | C: 45 | D: 56 | E: 26 | F: 63 | G: 43 | H: 57

S=C(N/N=C/c1ccc(Cl)cc1)N/N=C/c1ccc(Cl)cc1
  A: 108 | B: 111 | C: 104 | D: x | E: 104 | F: 110 | G: 108 | H: 76

Sc1ccc(Br)cc1
  A: 101 | B: 110 | C: 97 | D: 105 | E: 104 | F: 100 | G: 110 | H: 98

S=c1[nH]nc(-c2ccc3c(c2)OCO3)n1-c1cccnc1
  A: 102 | B: 109 | C: 108 | D: 110 | E: 101 | F: 102 | G: 100 | H: 85

CN[C@]1(c2ccccc2Cl)CCCC[C@@H]1NCCc1ccc(OC)c(OC)c1
  A: 103 | B: 116 | C: 97 | D: 115 | E: 99 | F: 112 | G: 98 | H: 102

Nc1nc2ccc(-c3cccc(Cl)c3)cc2c(=O)n1-c1ccc(C(F)(F)F)cc1
  A: 102 | B: 84 | C: 91 | D: 96 | E: 93 | F: 97 | G: 113 | H: 87

COc1ccc(Cn2cc(C#N)c(N)c2C(C)=O)cc1
  A: 106 | B: 107 | C: 104 | D: 108 | E: 111 | F: 106 | G: 105 | H: 93

CC(=O)O[C@H]1[C@H](O[C@H]2[C@@H](O)C[C@@]3(C)[C@@H](CC[C@]4(C)[C@@H]3CC=C3[C@@H]5CC(C)(C)CC[C@]5(C(=O)O[C@H]5OC[C@@H](O)[C@H](O[C@@H]6O[C@@H](C)[C@H](O[C@@H]7OC[C@@H](O)[C@H](O)[C@H]7O[C@@H]7O[C@@H](C)[C@H](O)[C@@H](O[C@@H]8OC[C@](O)(CO)[C@H]8O)[C@H]7O)[C@@H](O)[C@H]6O)[C@H]5O)[C@H](O)C[C@]34C)[C@]2(C)C(=O)O)O[C@H](CO)[C@@H](O[C@@H]2O[C@H](CO)[C@@H](O)[C@H](O)[C@H]2O)[C@@H]1O
  A: 97 | B: 102 | C: 107 | D: 102 | E: 101 | F: 99 | G: 103 | H: 96

NCCCNc1nc2ccccc2c2c(=O)c3cc(C(F)(F)F)ccc3sc12
  A: 35 | B: -0.2* | C: -16* | D: -72* | E: 0.2* | F: 70 | G: 84 | H: -45*

O=C(NNC(=O)c1ccc(-n2cc(-c3ccccc3)nn2)cc1)NC1CCCCC1
  A: 102 | B: 109 | C: 106 | D: 116 | E: 101 | F: 108 | G: 101 | H: 102

CCOC(=O)/C(C#N)=C\c1ccccc1
  A: 105 | B: 120 | C: 108 | D: 116 | E: 110 | F: 107 | G: 113 | H: 111

NS(=O)(=O)c1ccccc1N/C=C/C(=O)c1cc2cc(Br)ccc2oc1=O
  A: 98 | B: 109 | C: 103 | D: 110 | E: 101 | F: 105 | G: 91 | H: 92

COc1ccc(-c2cc(-c3cc(OC)c(OC)c(OC)c3)c(C#N)c(=O)n2Cc2ccc(C(=O)O)cc2)cc1
  A: 103 | B: 105 | C: 106 | D: 103 | E: 96 | F: 113 | G: 121 | H: 95

COc1cc(/C=N/NC(=O)c2cnn3c2NC(c2ccccc2)C3)ccc1OC1CCCC1 (stereo not drawn)
  A: 43 | B: 26 | C: 14 | D: -33* | E: 49 | F: 60 | G: x | H: 45

C/C=C\Cc1ccc(OCCOC(=O)NC)cc1
  A: 98 | B: 101 | C: 100 | D: 101 | E: 97 | F: 103 | G: 94 | H: 95

C/C(=C\c1ccc(O)cc1O)c1ccc2ccc(O)cc2[o+]1
  A: 48 | B: 26 | C: 22 | D: 29 | E: 9.4* | F: 192 | G: 103 | H: 74

O=C1C=CC(=O)N1c1ccc(I)cc1Cl
  A: 113 | B: 110 | C: 98 | D: 118 | E: 74 | F: 102 | G: 109 | H: 99

CC(=O)OCc1ccc(C)cc1
  A: 104 | B: 103 | C: 100 | D: 105 | E: 101 | F: 105 | G: 110 | H: 107

CCCCCCCCCCCCCCCCOC(=O)c1c(C)[nH]c(/C=C2\N=C(c3ccc[nH]3)C=C2OC)c1C
  A: 36 | B: 49 | C: 27 | D: 48 | E: 15 | F: 78 | G: 70 | H: 72

COc1ccc(/C=C/c2nc(N3CCOCC3)c3cc(F)c(F)cc3n2)cc1OC
  A: 53 | B: 54 | C: 23 | D: x | E: 33 | F: 76 | G: 72 | H: 31

CN1CCN(c2ccc(Nc3nc(NCCCNS(=O)(=O)c4cccc(F)c4)c4sccc4n3)cc2)CC1
  A: 69 | B: 43 | C: 71 | D: 9.7* | E: 50 | F: 73 | G: 115 | H: 18

COc1cccc2c1nc1cccc(OC)c1[n+]2[O-]
  A: -73* | B: 14 | C: 37 | D: 101 | E: 42 | F: 23 | G: 29 | H: 70

CCOC(=O)C1=C(C(=O)c2ccc(Br)cc2)C(c2ccc(O)c(O)c2)NC(=S)N1 (stereo not drawn)
  A: 80 | B: 107 | C: 102 | D: 90 | E: 100 | F: 99 | G: 90 | H: 92

Cc1nn(-c2ccccc2)c2[nH]c(-c3ccc(Cl)cc3)c(C3C(=O)N(Cc4ccccc4)c4ccc(Cl)cc43)c12 (stereo not drawn)
  A: 103 | B: 101 | C: 114 | D: 114 | E: 97 | F: 117 | G: 104 | H: 95

CSc1nc(N)c2c(n1)N(C)C=NS2(=O)=O
  A: 119 | B: 122 | C: 103 | D: 122 | E: 102 | F: 94 | G: 117 | H: 108

COc1ccc(/C=C2\CN(C)CC3C2=NN(c2ccc(S(N)(=O)=O)cc2)C3c2ccc(OC)cc2)cc1 (stereo not drawn)
  A: 148 | B: 105 | C: 96 | D: 105 | E: 94 | F: 111 | G: 111 | H: 96

O=C1OC(c2cccs2)Sc2ccccc21 (stereo not drawn)
  A: 118 | B: 111 | C: 104 | D: 106 | E: 101 | F: 90 | G: 105 | H: 94

C#CCC1(c2cc3ccccc3s2)NS(=O)(=O)c2ccccc21 (stereo not drawn)
  A: 105 | B: 109 | C: 111 | D: 108 | E: 109 | F: 93 | G: 87 | H: 122

COc1ccc2cc([C@H](C)C(=O)N/N=C/c3ccc(Cl)cc3)ccc2c1
  A: 108 | B: 104 | C: 94 | D: 115 | E: 102 | F: 100 | G: 90 | H: 99

CC(=O)O[C@H]1CC[C@]2(C)[C@H]3CC[C@@H]4[C@H]5[C@H](C(C)C)CC[C@]5(C(=O)NCCN(CCN=C(N)N)CCN=C(N)N)CC[C@@]4(C)[C@]3(C)CC[C@H]2C1(C)C
  A: 116 | B: 114 | C: 106 | D: 97 | E: 93 | F: 86 | G: 110 | H: 107

CCO/C=C1\SC(=S)N(c2ccc(O)cc2)C1=O
  A: 111 | B: 101 | C: 107 | D: 100 | E: 95 | F: 90 | G: 107 | H: 109

CC(C)(C)NC(C1=CC(C)(C)c2ccccc2C1=O)c1ccccc1 (stereo not drawn)
  A: x | B: -26* | C: -43* | D: -92* | E: -48* | F: -75* | G: 29 | H: -53*

CC(=O)C(SSC(C(C)=O)C(C)=O)C(C)=O
  A: 112 | B: 100 | C: 115 | D: 100 | E: 103 | F: 103 | G: 106 | H: 96

Fc1ccc2[nH]cc(-c3nc(-c4c[nH]c5c(Cl)nccc45)cs3)c2c1
  A: 62 | B: 32 | C: 54 | D: 71 | E: 52 | F: 99 | G: 48 | H: 65

O=C(O)CCC(NC(=O)OCc1ccccc1)C(=O)NC(Cc1ccccc1)C(=O)O (stereo not drawn)
  A: 100 | B: 104 | C: 93 | D: 95 | E: 104 | F: 87 | G: 102 | H: 111

Next section
Key to letters: A = IGROV1; B = DU-145; C = NCI/ADR-RES; D = OVCAR-3; E = OVCAR-8; F = OVCAR-5; G = SK-OV-3; H = OVCAR-4
COC(=O)CCS(=O)(=O)Cc1ccccc1
  A: 119 | B: 103 | C: 102 | D: 109 | E: 103 | F: 95 | G: 105 | H: 109

Cc1[nH]c(/C=C/C(=O)c2ccc(C(F)(F)F)c(F)c2)c(C)c1C(=O)NC(C)(C)C
  A: 86 | B: 99 | C: 75 | D: 104 | E: 70 | F: 99 | G: 100 | H: 78

Cc1cc(NC(=O)Nc2ccc(N=Nc3cc(S(=O)(=O)O)c4cccc(S(=O)(=O)O)c4c3)c(C)c2)ccc1N=Nc1cc(S(=O)(=O)O)c2cccc(S(=O)(=O)O)c2c1
  A: 102 | B: 99 | C: 103 | D: 104 | E: 113 | F: 105 | G: 87 | H: 100

O=C1Nc2c(ccc(Cl)c2Cl)/C1=C/c1ccccn1
  A: 73 | B: 104 | C: 83 | D: 85 | E: 81 | F: 85 | G: 94 | H: 76

O=C1c2ccccc2C(=O)c2cc(O)ccc21
  A: 114 | B: 106 | C: 108 | D: 120 | E: 99 | F: 100 | G: 105 | H: 95

Nc1ccccc1-c1ccccc1N
  A: 116 | B: 111 | C: 103 | D: 103 | E: 85 | F: 98 | G: 97 | H: 109

CC(=O)N1N=C(c2ccc(Br)cc2)CC1c1sc(N(C)Cc2ccccc2)nc1Cl (stereo not drawn)
  A: 89 | B: 101 | C: 96 | D: 104 | E: 98 | F: 103 | G: 100 | H: 87

8 of these compounds in a different format:
| structure | IGROV1 | DU-145 | NCI/ADR-RES | OVCAR-3 | OVCAR-8 | OVCAR-5 | SK-OV-3 | OVCAR-4 |
| --- | --- | --- | --- | --- | --- | --- | --- | --- |
| CC(C)(C)NC(C1=CC(C)(C)c2ccccc2C1=O)c1ccccc1 (stereo not drawn) | x | -26* | -43* | -92* | -48* | -75* | 29 | -53* |
| CC(=O)C(SSC(C(C)=O)C(C)=O)C(C)=O | 112 | 100 | 115 | 100 | 103 | 103 | 106 | 96 |
| Fc1ccc2[nH]cc(-c3nc(-c4c[nH]c5c(Cl)nccc45)cs3)c2c1 | 62 | 32 | 54 | 71 | 52 | 99 | 48 | 65 |
| O=C(O)CCC(NC(=O)OCc1ccccc1)C(=O)NC(Cc1ccccc1)C(=O)O (stereo not drawn) | 100 | 104 | 93 | 95 | 104 | 87 | 102 | 111 |
| COC(=O)CCS(=O)(=O)Cc1ccccc1 | 119 | 103 | 102 | 109 | 103 | 95 | 105 | 109 |
| Cc1[nH]c(/C=C/C(=O)c2ccc(C(F)(F)F)c(F)c2)c(C)c1C(=O)NC(C)(C)C | 86 | 99 | 75 | 104 | 70 | 99 | 100 | 78 |
| Cc1cc(NC(=O)Nc2ccc(N=Nc3cc(S(=O)(=O)O)c4cccc(S(=O)(=O)O)c4c3)c(C)c2)ccc1N=Nc1cc(S(=O)(=O)O)c2cccc(S(=O)(=O)O)c2c1 | 102 | 99 | 103 | 104 | 113 | 105 | 87 | 100 |
| O=C1Nc2c(ccc(Cl)c2Cl)/C1=C/c1ccccn1 | 73 | 104 | 83 | 85 | 81 | 85 | 94 | 76 |
